# Screening data: PubChem, National Center for Advancing Translational Sciences (NCATS)
# ALOX12 inh: ALOX12 (human) lipoxygenase inhibition. P18054. purified 12hLO, xylenol orange hydroperoxide absorbance. Potency, µM (series often up to 108 µM), for inactives: at the top dose activity change, negative = inhibition, actives largely listed as inhibitors. actives 1.1% (n = 580,000). AID 1671190; also: potency is read from the fitted curve at half-maximal effect; % is scaled to controls: 0 for no effect and ±100 for the full control effect
#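 Hydroperoxide product was detected by ferrous iron/xylenol orange as the 573 to 405 nm absorbance ratio. Arachidonic acid at 40 uM (final) was turned over for 30 min at room temperature by 150 nM human 12hLO, pH 7.0 Hepes buffer, after 15 min compound preincubation.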
# Anesthetic bind: candidate novel general anesthetic via apoferritin binding; apoferritin/1-aminoanthracene competitive binding, fluorescence; actives 0.074% (n = 350,000); Potency, µM (top dose mostly 77.5 µM), without a hit: at the highest dose activity change, negative = displacement, most hits filed as inhibitors; P02791; also: potency is read from the fitted curve at half-maximal effect; % is scaled to controls: 0 for no effect and ±100 for the full control effect; nearly all actives have a fitted effect of over 20% in size
# Target sequence (P02791 2-175 limits assumed): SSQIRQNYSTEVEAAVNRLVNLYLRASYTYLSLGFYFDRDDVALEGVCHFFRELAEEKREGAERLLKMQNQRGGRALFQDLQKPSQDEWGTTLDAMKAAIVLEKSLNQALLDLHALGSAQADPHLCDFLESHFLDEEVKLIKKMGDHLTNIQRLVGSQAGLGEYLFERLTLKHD
#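 Read-out: endpoint 1-AMA fluorescence, excitation 380 nm and emission 535 nm, after compounds sit 10 min at room temperature with 10 uM horse-spleen apoferritin in 50% saturated 1-AMA/PBS. Values come from four-parameter Hill fits.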
# RGS4 inhibitor: blocks human RGS4-accelerated GTP hydrolysis | P49798 | Transcreener GDP fluorescence polarization, RGS4-accelerated GTP hydrolysis | Potency, µM (titrated, usually from 114 µM), inactives show at the top dose activity change, negative = inhibition, most hits filed as inhibitors | actives 0.039% (n = 390,000) | AID 504845; also: potency is read from the fitted curve at half-maximal effect; % is scaled to controls: 0 for no effect and ±100 for the full control effect; nearly all actives have a fitted effect of over 75% in size; some results filed as inactive show a strong effect at the top dose
# Target sequence (P49798 whole entry, looked up): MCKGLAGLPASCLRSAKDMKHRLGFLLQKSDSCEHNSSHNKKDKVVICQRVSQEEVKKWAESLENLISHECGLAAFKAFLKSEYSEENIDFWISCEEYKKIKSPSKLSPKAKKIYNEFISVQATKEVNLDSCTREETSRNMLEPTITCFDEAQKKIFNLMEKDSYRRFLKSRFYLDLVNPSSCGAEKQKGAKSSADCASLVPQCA
#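 MLSMR compounds (23 nl, pin-transferred) preincubated 10 min at room temperature with a 500nM (2x) first reagent, then RGS4 at 900nM (2x) plus Transcreener GDP mix added; fluorescence polarization (620/688 nm) read before and after 90 min at 30 °C.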
# Pol eta inh: blocks human DNA polymerase eta activity; Potency, µM (doses to about 114 µM), inactives show at the highest dose activity change, negative = inhibition, most hits filed as inhibitors; Q9Y253; recombinant Pol eta, fluorescent DNA replication assay; actives 1.2% (n = 390,000); also: potency is read from the fitted curve at half-maximal effect; % is scaled to controls: 0 for no effect and ±100 for the full control effect
#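 Pol eta at 10 nM preincubated with compounds 15 min at room temperature; reaction started with fluorescent substrate (50 nM final) and read kinetically at 0 and 10 min.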
# APE1 inh: APE1 (human) endonuclease inhibition. AID 2517. actives 0.35% (n = 350,000). P27695. Potency, µM (top dose mostly 65.8 µM), inactives show top-dose activity change, negative = inhibition, most hits filed as inhibitors. recombinant APE1, TAMRA/BHQ-2 abasic DNA cleavage fluorescence;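 also: potency is read from the fitted curve at half-maximal effect; plate controls were vehicle for no effect and reference inhibitor for full effect; nearly all actives have a fitted effect of over 55% in size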
# Target sequence (P27695 whole entry, looked up): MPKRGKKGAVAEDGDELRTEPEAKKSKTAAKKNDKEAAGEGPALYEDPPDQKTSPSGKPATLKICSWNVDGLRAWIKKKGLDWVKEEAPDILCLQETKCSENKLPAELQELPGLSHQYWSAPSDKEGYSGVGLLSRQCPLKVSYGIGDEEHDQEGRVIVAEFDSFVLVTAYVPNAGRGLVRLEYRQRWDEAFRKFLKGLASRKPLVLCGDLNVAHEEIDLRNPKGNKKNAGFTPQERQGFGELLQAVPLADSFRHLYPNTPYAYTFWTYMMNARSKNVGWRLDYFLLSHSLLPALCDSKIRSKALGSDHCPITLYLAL
#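 Measures dequenching upon AP-site incision of a 5'-TAMRA/3'-BHQ-2 THF-containing duplex, 50 nM; human APE1 0.75 nM after 15 min room-temperature exposure to compound; kinetic three-point read at one-minute spacing.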
# POLB inh: blocks human DNA polymerase beta activity; Potency, µM (doses to about 114 µM), inactives show top-dose activity change, negative = inhibition, most hits filed as inhibitors; AID 485314; actives 1.3% (n = 340,000); P06746; Pol beta primer extension/strand displacement, fluorescence kinetic; also: potency is read from the fitted curve at half-maximal effect; % is scaled to controls: 0 for no effect and ±100 for the full control effect
#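 Human Pol beta at 10 nM; strand-displacement substrate 50 nM final. Compound exposure 15 min at room temperature before start, reaction 10 min at room temperature.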
# LDHA block: inhibitors of human lactate dehydrogenase A; activity change, % (values are at about 110 or 230 µM); AID 1347041; actives 0.15% (n = 480,000); purified LDHA, NADH/diaphorase-resazurin fluorescence; active compounds read low; in the data active = activity change below about -30%; inconclusive = mostly about -25% to -30%;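 also: plate controls were DMSO wells for no effect and wells without enzyme for full effect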
#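 Enzyme activity of human lactate dehydrogenase 5 (2 nM; 0.06 mM NADH, 0.2 mM pyruvate, 5 min, RT) is measured via a resazurin/diaphorase fluorescence readout of residual NADH.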
# ERG-DNA inh: ERG Ets/DNA interaction inhibition; P11308; fluorescence polarization, His-ERG Ets domain / labelled DNA; Potency, µM (top dose mostly 76.9 µM), for the others: at the top dose FP activity, negative = inhibition, actives largely listed as inhibitors; actives 0.028% (n = 370,000); AID 624246; active = well fitted inhibition curve with a large enough effect in the polarisation, with a control signal flat; inconclusive = small, poorly fitted or top-dose-only effect, or effect the other way, or a change in a side signal; inactive = no such curve, though single readings can be large or run the other way; the % refers to the polarisation;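 also: polarization taken with two DNA probes labelled with fluorescein and Texas red; potency is read from the fitted curve at half-maximal effect; % of control where 0% means no effect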
#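 His-tagged ERG Ets domain (1 uM in the protein solution; 300mM KCl, 50mM Tris-HCl, 1mM EDTA, 1mM DTT, pH 7.5) received compound, then a probe mix of 5 nM fluorescein-DNA and 100nM Texas-615-DNA. Fluorescence polarization was read for both dyes.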
# Pol kappa inh: inhibitors of human DNA polymerase kappa | Q9UBT6 | purified Pol kappa, fluorescent DNA synthesis assay, 10 min | Potency, µM (titrated, usually from 107 µM), inactives show at the highest dose activity, negative = inhibition, most hits filed as inhibitors | actives 0.53% (n = 400,000) | AID 588579; also: potency is read from the fitted curve at half-maximal effect; % is scaled to controls: 0 for no effect and ±100 for the full control effect
#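 10 nM Pol kappa was preincubated with compounds for 15 min at room temperature. Reaction started with 50 nM (final) substrate. Fluorescence read kinetically at 0 and 10 min.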
# Numbers without * were called inactive; i = inactive; ? = inconclusive; nt = no result given; & = joins results of further samples; [ ] = remark or other dose. Unless noted, calls follow the shape of the dose curve; as a rule, active = well fitted curve in the direction sought with a large enough effect; inconclusive = small, poorly fitted or top-dose-only effect, or another doubt; inactive = no such curve, though single readings can be large; an effect the other way counts as inactive or inconclusive. This is a subset (hit frequency here may not be typical).
SMILES,ALOX12 inh,Anesthetic bind,RGS4 inhibitor,Pol eta inh,APE1 inh,POLB inh,LDHA block,ERG-DNA inh,Pol kappa inh
CCN1CCN(c2cc(C)c3cc(NC(=S)N(CC)CC)ccc3n2)CC1,-15%,-2%,-32%,-10%,-16%,0%,1,9%,-14%
Cc1ccc(-n2nc3c(c2NC(=O)c2cccs2)CS(=O)(=O)C3)cc1C,i,-19%,-41%,-17%,51%,1%,2,-13%,-5%
COc1ccc(NC(=O)CN(C)C(=O)CCCSc2nc3ccccc3[nH]2)cc1,3%,nt,-3%,-10%,-4%,nt,-5,-3%,-3%
CC(Sc1nnc(-c2ccccc2F)n1C)C(=O)NC1CCCCC1 (centres undefined),390%[activator],nt,17%,2%,19%,nt,-4,-4%,-5%
CC12CCC(CC1=O)C2(C)C (centres undefined),3%,nt,4%,9%,30%&-2%,nt,-4,-6%,-4%
COc1cc(CC(=O)OCC(=O)NCc2ccc(C)cc2)cc(OC)c1OC,22%,nt,12%,-8%,-4%,nt,-2,3%,-7%
CCNC(=S)N1CCC(C(O)(c2ccccc2)c2ccccc2)CC1,-3%,-11%,11%,-7%,-1%,3%,-4,?,-21%
COc1ccc(NC(=O)COC(=O)C2CC(=O)N(c3ccc(C)cc3)C2)cc1 (centres undefined),15%,7%,-6%,-16%,-8%,58%,3,?,9%
CCc1ccc(CNC(=O)CC2C(=O)NCCN2Cc2ccccc2F)nc1 (centres undefined),28%,-10%,0%,-20%,0%,3%,0,-10%,-1%
Cc1cccc(NC(=O)/C(=C/c2cccc([N+](=O)[O-])c2)NC(=O)c2cccs2)c1,5%,6%,9%,-11%,3%,-26%,2,11%,-3%
O=C(O)c1cccc(-n2c(/C=C/c3cccc([N+](=O)[O-])c3)nc3ccccc3c2=O)c1,6%,-5%,17%,-6%,-6%,6%,-6,-5%,-28%
O=C(NC1CC(=O)N(c2ccccc2)C1)C1CCCC1 (centres undefined),-7%,3%,-4%,-2%,nt,2%,-6,4%,1%[60.1 µM]
Cc1nc(SCC(=O)NCC2CCCO2)c2c3c(sc2n1)CCCC3 (centres undefined),33%,-15%,-20%,-19%,44%[activator],-1%,-7,1%,6%
CCc1nnc(NC(=O)CCC(=O)N2CCN(Cc3ccc(F)cc3)CC2)s1,1%,8%,24%,5%,4%,1%,-5,2%,5%
N#CC1=C(N)Oc2cc(N)ccc2C1c1ccc(F)cc1F (centres undefined),?,77%[activator],-9%[56.9 µM],-20%,-3%,11%,7,-5%,3%
COc1ccc(C(=O)N2CCN(C3CCCCC3)CC2)cc1OC,0.63µM*,-4%,23%,4%,20%,45%,-23,20%,-1%
COc1ccc2nc(C)[nH]c(=O)c2c1,333%[activator],-6%,-21%,-10%,-3%,5%,-4,-6%,-13%
Cc1cccc2cc(C#N)c(NCCCNS(=O)(=O)c3ccc(Cl)cc3)nc12,-21%,15%,4%,-10%,-2%,?,1,-7%,6%
O=C(NC1CCCCC1)C(c1cccs1)N(CC1CCCO1)C(=O)c1csnn1 (centres undefined),0%,-13%,11%,0%,-2%,16%,-6,6%,-2%
O=C(Cc1c[nH]c2ccccc12)Nc1nccs1,-2%,-22%,-12%,1%,10%,16%,-2,6%,1%
COc1ccc(Cl)cc1NC(=O)[C@H]1O[C@@H]2OC(C)(C)O[C@@H]2[C@H]2OC(C)(C)O[C@H]21,-4%,-6%,-21%,-17%,nt,22%,-7,1%,1%
COc1cc(SC)ccc1C(=O)Nc1ccc2c(c1)CCN2S(C)(=O)=O,-6%,-8%,-27%,-26%,-7%,25%,1,nt,-11%
COc1ccc(S(=O)(=O)N2CCN(Cc3ccc4c(c3)OCO4)CC2)cc1C,4%,-9%,5%,-14%,nt,-18%,-1,-5%,-8%[60.1 µM]
CCOC(=O)c1c(C)[nH]c(C)c1C(=O)COC(=O)c1sccc1C,438%[activator],nt,-1%,-25%,1%,nt,-3,-18%,-6%
C/C(=N\NC(=O)c1nnn(-c2nonc2N)c1CN1CCC(C)CC1)c1cccc(Br)c1,14%,?,-3%,-15%,?,?,2,2%,6%
COc1cc(OC)c(OC)cc1CNCC1COc2ccccc2O1 (centres undefined),-46%,nt,-15%,-10%,nt,nt,-11,4%,-20%
Cc1ccc(-c2nc3ccc([N+](=O)[O-])cc3[nH]2)cc1,?,-21%,1%,-13%,3%,-4%,-3,4%,-17%
COc1cccc(C2CC(c3ccccc3)=NN2S(=O)(=O)c2ccccc2)c1OC (centres undefined),-7%,-16%,?,-7%,-1%,3%,1,-1%,3%
NC(=O)CSc1nnc(-c2ccco2)n1N,3%,-9%,-23%,-11%,5%,4%,3,3%,-4%
CN(C)C(=O)OC1=C(c2ccccc2)Sc2ccccc2-n2cccc21,11%,77%[activator],nt,nt,12%,nt,nt,nt,-1%[19.4 µM]
CC1(C)CN(c2ccc(F)cc2)C1=O,-11%,-1%,-5%,-16%,-4%,-3%,-7,2%,-6%
Cc1ccc(CNC(=O)c2cnc3c(-c4ccc(F)cc4)c(C)nn3c2C)o1,6%,-18%,-20%,-13%,nt,-3%,-7,-1%,-14%
COc1ccc(Cn2ccc3nc(C)c(C(=O)NCc4ccc(C)cc4)cc3c2=O)cc1,12%,?,-37%,?,nt,?,0,3%,10%
CN(C)C(=O)c1ccc(-c2cc3onc(-c4ccccc4)c3c(=O)n2C)cc1,14%,nt,3%,-5%,0%,nt,0,9%,17%
COc1ccc(CN2CCOC2=O)cc1OC,11%,-3%,12%,-26%,-1%,-23%,-2,-4%,-4%
CC(Sc1nnc(C2CC2)n1C)C(=O)Nc1ccc(N2CCOCC2)cc1 (centres undefined),7%,nt,16%,10%,0%,nt,-6,-10%,0%
COc1ccc(-n2cnnc2SCC(=O)N(C)c2ccccc2)cc1,0%,-4%,4%,-4%,14%,19%,1,4%,2%
O=C(O)/C(=C\c1ccco1)NC(=O)c1ccc(Br)o1,?,nt,7%,20µM*,nt,nt,3,12%,-29%
O=C(Nc1nnc(C2CC2)s1)c1cc(-c2ccccc2)nn1-c1ccccc1,0%,-6%,5%,-5%,-3%,7%,-4,-2%,-8%
Fc1ccc(N2CCN(C3CCC(c4ccccc4)CC3)CC2)cc1 (centres undefined),3%,-6%,-15%,-19%,-2%,11%,2,-3%,4%

# Limited to Pol eta inh, for 2 of the compounds above:
SMILES	Pol eta inh
CN(C)C(=O)c1ccc(-c2cc3onc(-c4ccccc4)c3c(=O)n2C)cc1	-5%
COc1ccc(CN2CCOC2=O)cc1OC	-26%

# Entries of single compounds as entered above. Values in the order: ALOX12 inh, Anesthetic bind, RGS4 inhibitor, Pol eta inh, APE1 inh, POLB inh, LDHA block, ERG-DNA inh, Pol kappa inh
# O=C(Nc1nnc(C2CC2)s1)c1cc(-c2ccccc2)nn1-c1ccccc1 reads 0%, -6%, 5%, -5%, -3%, 7%, -4, -2%, -8%
# COc1ccc(Cl)cc1NC(=O)[C@H]1O[C@@H]2OC(C)(C)O[C@@H]2[C@H]2OC(C)(C)O[C@H]21 reads -4%, -6%, -21%, -17%, nt, 22%, -7, 1%, 1%

# (list continues)
SMILES,ALOX12 inh,Anesthetic bind,RGS4 inhibitor,Pol eta inh,APE1 inh,POLB inh,LDHA block,ERG-DNA inh,Pol kappa inh
COc1ccc(NS(=O)(=O)c2ccc3oc4ccccc4c3c2)cn1,-16%,-18%,41%,-12%,-3%,1%,0,nt,-13%
Cc1c2cnn(-c3ccccc3)c(=O)c2c(C)n1CCCC(=O)Nc1ccc(F)cc1F,-9%,7%,15%,-11%,nt,9%,-5,1%,2%
CCCS(=O)(=O)N1CCN(C(=O)c2ccccc2F)CC1,57%[activator],1%,8%,-5%,-1%,31%,-6,-2%,-4%
C[C@@H]1CN([C@H](C)CO)C(=O)c2cc(NC(=O)Nc3ccc(C(F)(F)F)cc3)ccc2O[C@H]1CN(C)S(=O)(=O)c1cccs1,?,nt,4%,-15%,-19%,nt,-3,5%,-16%
Cc1ccc(NC(=O)C(=O)NCC(c2cccnc2)N2CCN(C)CC2)cc1F (centres undefined),?,-10%,16%,1%,nt,-2%,-15,-5%,-5%
COc1ccccc1N(C)S(=O)(=O)c1ccc(Cl)c(C(=O)N2CCC2)c1,-6%,nt,2%,-22%,0%,nt,-4,4%,-4%
O=C(Nc1ccc(Cl)cc1)N1CCC(CN2CCCC2)CC1,-20%,-1%,5%,1%,nt,15%,-4,-6%,-2%
COc1ccc(Cl)cc1NC(=O)CCS(=O)(=O)c1ccc(Br)cc1,?,3%,-12%,20µM*,12µM*,3.2µM*,-13,-14%,79µM*
O=C(C1COc2ccccc2O1)N1CCN(c2nc3ccc([N+](=O)[O-])cc3s2)CC1 (centres undefined),-21%,nt,-27%,-9%,-9%,nt,-4,2%,-13%
C=CCOC(=O)c1ccc(-n2cncn2)nc1,-15%,-1%,17%,7%,14%,22%,0,-3%,-18%
COc1ccc2[nH]c(C(=O)NCc3ccc4c(c3)OCO4)cc2c1,?,-10%,-14%,-3%,1%,-7%,-3,-4%,-8%
